Yeast lifespan up: yeast lifespan extension. 130,000 tested, 0.68% active. inhibition of the nicotinamide effect, % at 10 µM. S. cerevisiae growth with nicotinamide, OD615; deaD strain in restrictive glucose medium;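 active = inhibition above a set limit, placed 3 SD over the median of all compounds, cut at about 26% in these data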;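 note: 0% = nicotinamide-treated wells and 100% = cells grown without nicotinamide; some compounds called inactive have numbers as strong as hits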
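System: Modified budding yeast, DeaD strain | Buffer or medium: Restrictive glucose medium | Also added: 1.5 mM nicotinamide | Doses: 10 µM single point, 0.25% DMSO | Schedule: 48 h compound exposure at 30 °C, humidified | Detection: Absorbance at 615 nm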
MRP1 act: activates MRP-1. H69AR cells + doxorubicin, viability rescue, CellTiter-Glo. viability increase, % at 10 µM. 140,000 tested, 0.61% active. AID 799;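 active = viability gain under doxorubicin at or above a set limit, the compound median plus 3 SD, cut at about 4.7% in these data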;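 note: MRP-1 overexpressing cells given doxorubicin 25 µM after compound pretreatment; 18-22 h compound pretreatment then 72 h with doxorubicin before readout; 0% = doxorubicin-only wells and 100% = vehicle-treated cells without doxorubicin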
NPY Y2 blocker: blocks the human neuropeptide Y Y2 receptor | P49146 | NPY-Y2 expressing cells, antagonist mode | inhibition, % at 2.7 µM | 140,000 tested, 0.99% active; in the data active = inhibition above about 17%;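 note: 0% = vehicle with agonist challenge and 100% = reference antagonist with challenge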
Target sequence (P49146 whole entry, looked up): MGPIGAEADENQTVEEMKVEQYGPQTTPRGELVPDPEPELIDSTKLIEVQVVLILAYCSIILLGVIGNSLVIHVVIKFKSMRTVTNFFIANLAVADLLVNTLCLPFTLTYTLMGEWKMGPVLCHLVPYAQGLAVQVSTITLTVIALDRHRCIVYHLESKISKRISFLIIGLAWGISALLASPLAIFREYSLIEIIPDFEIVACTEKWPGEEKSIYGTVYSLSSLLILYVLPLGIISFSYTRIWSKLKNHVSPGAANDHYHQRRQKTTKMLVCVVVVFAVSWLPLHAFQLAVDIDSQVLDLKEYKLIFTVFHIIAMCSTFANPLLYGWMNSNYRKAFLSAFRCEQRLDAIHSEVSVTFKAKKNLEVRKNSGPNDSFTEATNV
Measles CPE: protection of cells from measles virus; protection (pct of control), % at 4 µM; Measles virus-infected cells, CPE protection, absorbance; 140,000 tested, 1.5% active; AID 841; in the data active = protection mostly above about 24%, no sharp cut-off; inactive = mostly below about 26%; note: some compounds called inactive have numbers as strong as hits
E-sel TNF inh: TNF alpha driven E-selectin expression inhibition; HUVEC TNFa-induced E-selectin immunofluorescence, high content; inhibition, % at 2 µM; 120,000 tested, 0.71% active;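 active = inhibition above the batch mean plus 3 SD, and confirmed as a hit on visual image review, cut at about 43% in these data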;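 note: 0% = TNF-stimulated DMSO wells and 100% = unstimulated control wells; not every result past the cut was called active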
HCT116 bCat-KO: beta-catenin-lacking colon tumor cell growth suppression. HCT116 beta-catenin knockout viability, CellTiter-Glo, 60 h; active compounds read low. viability, % at 10 µM. 140,000 tested, 1.5% active. AID 818;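 active = viability at or under a set limit, the compound median less 4 SD, cut at about 6% in these data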;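 note: 0% = Hyamine 1622 control at 20 µM and 100% = untreated cell control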
HCT116 PTEN-null: suppresses growth of cells with PTEN deletion | viability, % at 10 µM | AID 827 | HCT116 PTEN-null viability, CellTiter-Glo, 60 h; active compounds read low | 140,000 tested, 1.2% active;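 active = viability at or below a set limit, 4 SD under the median of all tested compounds, cut at about 3.7% in these data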;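 note: PTEN knockout HCT116 line with beta catenin targeted HCT116 as companion control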
Phagocytosis inh: blocks phagocytosis by macrophages; J774A.1 macrophage IgG-bead phagocytosis, imaging; inhibition, % at 5 µM; 110,000 tested, 0.07% active;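 active = inhibition above the mean of the plate negative controls plus 5 SD, cut at about 13% in these data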;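 note: phagocytic index as fraction of beads internalized from green versus red external bead signal; plate controls were DMSO negative control for no effect and cytochalasin-D positive control for full effect; some results beyond the cut were filed as inactive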
Yeast growth inh: chemicals that inhibit yeast BB579 growth in restrictive medium (lifespan-shortening candidates). S. cerevisiae BB579 growth, OD615, 48 h. inhibition, % at 10 µM. 140,000 tested, 0.51% active;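 active = inhibition above a set limit, 3 SD over the mean compound inhibition, cut at about 44% in these data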; note: inactives centre near -24
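Test system: DeaD yeast strain BB579 / Buffer or medium: restrictive glucose-based CSMM-D medium / Doses: single 10 µM dose / Schedule: 4 h cell preincubation, 48 h compound exposure, 30 °C humidified / Technique: culture absorbance at 615 nm / Controls: amphotericin B positive control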
GALR2 blocker: antagonists of human galanin receptor 2 (GALR2); O43603; GALR2-expressing cells, antagonist mode; inhibition, % at 4 µM; 140,000 tested, 0.39% active; in the data active = inhibition above about 27%;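 note: cells stimulated with galanin 1-16 at roughly its EC80; 0% = agonist challenge control and 100% = basal control without agonist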
Target sequence (O43603 whole entry, looked up): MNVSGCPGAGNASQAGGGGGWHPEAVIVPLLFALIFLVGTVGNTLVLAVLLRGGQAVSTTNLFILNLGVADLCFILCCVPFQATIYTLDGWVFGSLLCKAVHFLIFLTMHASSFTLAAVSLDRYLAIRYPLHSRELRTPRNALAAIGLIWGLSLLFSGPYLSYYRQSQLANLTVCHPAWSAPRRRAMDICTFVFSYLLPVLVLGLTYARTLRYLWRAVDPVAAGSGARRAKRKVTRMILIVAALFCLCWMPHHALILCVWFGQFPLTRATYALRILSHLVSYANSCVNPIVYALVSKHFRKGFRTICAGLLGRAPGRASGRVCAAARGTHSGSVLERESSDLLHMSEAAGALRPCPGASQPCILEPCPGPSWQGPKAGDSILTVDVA
Numbers without * were called inactive; nt = not tested or not shown.

mol	Yeast lifespan up	MRP1 act	NPY Y2 blocker	Measles CPE	E-sel TNF inh	HCT116 bCat-KO	HCT116 PTEN-null	Phagocytosis inh	Yeast growth inh	GALR2 blocker
Cn1c(Cl)c(C(=O)Nc2ccccc2)c2ccccc21	-10	-3.1	4	30	nt	85	82	nt	11	13
COc1ccccc1C(=O)N1CCN(c2cccc(C(F)(F)F)c2)CC1	-10	-1.6	9	3	-29	19	25	1	-70	-7
CC(OCCN1CCCC1)(c1ccc(F)cc1)c1ccc(F)cc1	12	-3.1	14	3	6	52	52	-4	-44	3
Cc1ccccc1OCC(=O)N1CCCc2ccccc21	-4	1.6	7	16	-19	101	89	-5	-5	4
Cc1ccc(NC(=S)NNc2ccc([N+](=O)[O-])cc2S(=O)(=O)Nc2ccccc2C(=O)O)cc1C	-6	2.6	0	4	3	91	102	-5	-30	-10
O=C(NCC1(c2ccccc2)CCCC1)C(=O)NCC1(c2ccccc2)CCCC1	nt	1.0	6	5	-17	94	113	nt	-2	5
O=C(NNC(=O)C1CC1c1ccccc1)c1ccccc1[N+](=O)[O-] (stereo not given)	2	-0.8	0	7	-13	95	93	-10	-54	-3
COc1ccc(C(=O)Nc2ccc(C(=O)Nc3nccs3)cc2)cc1[N+](=O)[O-]	3	0.7	2	20	-36	100	94	0	-42	6
COc1ccc(CNC(=O)C2CC(=O)N(c3ccc(OCC(=O)N4CCCCC4)cc3)C2)cc1 (stereo not given)	0	-1.4	4	2	-13	93	94	1	-32	1
CCc1cccc(NC(=O)CCSCCC(=O)Nc2cccc(CC)c2)c1	-10	-0.8	2	30	18	94	103	1	-10	-4
CC(Cc1ccccc1)NC(=O)/C=C/c1ccc([N+](=O)[O-])cc1 (stereo not given)	-5	-0.2	0	2	nt	80	75	-2	6	2
COc1ccccc1N/N=C/c1c(CO)cnc(C)c1O	-5	0.1	-1	19	4	89	90	-2	5	24
CCOC(=O)C(NC(=O)c1cccnc1)(Nc1cccc(C)n1)C(F)(F)F (stereo not given)	8	-0.2	-1	0	-6	90	118	0	-78	-8
CC(C)(C)C(=O)CC(=O)Nc1ccc(Cl)c(N)c1	-9	-0.2	2	14	nt	91	106	0	-27	7
CCSc1nnc(NC(=O)CN(C)S(=O)(=O)c2ccc(F)cc2)s1	-7	-0.6	2	9	nt	55	84	0	-16	0
Cc1ccc(S(=O)(=O)Oc2ccc(/C=N/NC(=O)c3nn(C)cc3[N+](=O)[O-])cc2)cc1	-2	-1.5	-1	5	7	70	59	-2	-32	-1
O=C(Nc1ccccc1C(=O)NCc1ccco1)NC1CCCCC1	-15	0.9	-2	12	nt	96	111	-1	-1	6
CCc1ccc(OCCCC(=O)O)c(Br)c1	-3	-0.2	15	10	-33	86	92	1	-14	0
Cc1cc(N=Cc2c(O)n(-c3ccc(C)c(C)c3)c(=O)c3ccccc23)no1	2	-2.3	-2	1	nt	33	28	-10	-29	-1
CC(C)(C)NC(=O)C(=O)NNC(=O)C12CC3CC(CC(C3)C1)C2	0	-2.8	2	2	-2	91	91	0	-12	4
CC(C)(C)S(=O)c1cccs1 (stereo not given)	-7	-0.9	3	7	13	92	95	-1	-19	-4
CCC(=O)NCCNc1ccc([N+](=O)[O-])cn1	2	-1.2	5	19	nt	88	94	-4	1	1
CCOc1ccc(N2C(=O)CSC23CCCCC3)cc1	4	-3.3	4	6	nt	94	98	2	-46	8
CCN1CNC(=S)N(c2ccccc2OC)C1	4	-1.9	10	5	nt	96	83	0	-16	-13
CC1(C)CC(=O)c2cnc(N3CCN(c4ccccc4)CC3)nc2C1	-8	2.1	4	3	-1	80	92	-1	-85	-4
Cc1c(-c2ccccc2)cn2c1-c1ccc(C)n1CC2	-3	-2.5	2	0	-11	81	83	nt	-32	0
O=C(CSc1nnc(Cc2cccs2)n1C1CCCCC1)N1CCCc2ccccc21	-4	-2.4	9	14	-35	73	64	-1	-14	-8
N#CC1=C(N)N(c2ccc(Oc3ccccc3)cc2)C(=O)C1	-8	-0.8	3	11	9	103	110	0	-76	1
COc1ccc(NC(=O)CSc2nnc(N)s2)cc1	-5	-1.2	1	2	nt	97	99	-1	-16	-7
Brc1cc2c(cc1/C=N/Nc1nc3ccccc3s1)OCO2	-11	-4.8	-1	1	-5	40	33	nt	-52	9
COc1ccc(C(=O)C(OC(=O)c2ccccc2)c2ccccc2)cc1 (stereo not given)	-3	-1.1	3	2	35	80	90	nt	-5	-4
C=C1CCC2C(C)(C)[C@H](O)CC[C@@]2(C)[C@@H]1COc1cc(=O)oc2ccccc12 (stereo not given in full)	7	-3.1	8	12	nt	80	61	nt	-62	-13
Cc1onc(-c2ccccc2)c1C(=O)n1nnc2ccccc21	16	-0.6	0	8	-20	97	96	-5	-5	-9
CCSCc1nnc(SCC(=O)Nc2cccc(SC)c2)n1C	-6	-1.6	1	22	3	122	100	0	-21	13
Cc1ccc(CNC(=O)Cn2cncn2)cc1	-5	-0.5	1	5	25	92	107	nt	-43	8
Cc1nc(-c2ccccc2)nc2[nH]c(C(C)C)cc(=O)c12	-3	-3.0	3	9	7	90	90	-1	-53	7
COc1ccc(-c2nnc(NC(=O)C(C)C)o2)cc1	-9	-0.6	0	14	6	99	99	0	-9	7
S=c1[nH]nc(CSc2nc3ccccc3s2)n1Cc1ccccc1	29	-1.0	5	12	10	89	95	0	-47	-2
COc1ccc(C(=O)Cc2nnc(C)s2)c(OC)c1	1	-0.7	1	7	nt	93	90	-5	-14	8
Cc1cc(NC(=O)CN2C(=O)NC3(CCC(C)CC3)C2=O)no1 (stereo not given)	0	-1.6	3	9	13	91	93	nt	-16	13
COc1ccc(C(=O)Cc2ccc(OC)c(OC)c2)cc1	-6	-0.4	0	30	4	90	97	1	-29	10
Nn1c(SCc2nc3ccccc3[nH]2)nnc1-c1cccnc1	5	-0.1	2	2	-20	90	93	0	-30	11
CCC(=O)NC(c1ccccc1Cl)c1c(O)ccc2ccccc12 (stereo not given)	5	-2.0	-1	7	-57	87	73	-5	-30	9
CCN(CC)CCN1C(=O)C(=O)/C(=C(/O)c2c(C)[nH]c(C(=O)OC)c2C)C1c1ccco1 (stereo not given)	-2	-2.5	0	12	nt	94	94	-2	-37	4
CCCCn1c2nc3ccccc3nc2c2c(=O)n(CCC)cnc21	-23	-2.3	-1	8	11	97	97	2	-40	4
O=C(NC1CCCCC1NC(=O)c1cccs1)c1cccs1 (stereo not given)	-15	-1.1	2	0	-2	103	87	1	-35	-16
CN(C)C(=O)Cn1c(SCC(=O)Nc2ccc3c(c2)OCO3)nc2ccccc21	nt	0.9	1	24	12	93	94	nt	6	12
COc1cc2[nH]c(=O)n(CCC(=O)N3CCN(c4cccc(C)c4C)CC3)c(=O)c2cc1OC	6	-0.9	1	6	nt	96	99	-1	-46	-8
Cc1cccc(C)c1NC(=O)COC(=O)CSc1nnc(N)s1	4	2.8	7	10	nt	91	104	-4	-14	-1
CC(C)C(=O)N1CCC(CN=Cc2c(O)n(C3CCCCC3)c(=O)n(C3CCCCC3)c2=O)CC1	-8	-2.6	4	19	nt	19	32	0	-62	-6

(more compounds)
mol	Yeast lifespan up	MRP1 act	NPY Y2 blocker	Measles CPE	E-sel TNF inh	HCT116 bCat-KO	HCT116 PTEN-null	Phagocytosis inh	Yeast growth inh	GALR2 blocker
CCOCCCNC(=S)N(Cc1ccccc1)Cc1nc2ccccc2c(=O)[nH]1	5	-2.4	6	2	-4	91	92	-5	-28	4
CCOc1ccc(OCC)c(NC(=O)CSc2nnnn2CC)c1	nt	-3.8	3	21	25	88	91	nt	1	2
CCC(c1nnc(SCC(=O)NCCc2ccc(Cl)cc2Cl)o1)N(C)C (stereo not given)	-1	-3.8	-2	4	-21	93	91	0	-6	13
Cc1ccccc1N1C(=O)C2ON(c3ccccc3)C(c3cccnc3)C2C1=O (stereo not given)	-2	0.1	1	1	-1	100	102	0	-5	13
CCOC(=O)CC(=O)Nc1nnc(C(C)C)s1	-1	0.0	0	12	-22	102	99	2	-47	-11
CN1CCN(S(=O)(=O)c2ccc(N3CCN(S(=O)(=O)c4cccs4)CC3)nc2)CC1	-11	-0.8	-2	19	2	92	97	0	-19	10
Oc1cccc(Nc2nc(NCC3CCCO3)c3ccccc3n2)c1 (stereo not given)	-11	-3.4	13	2	-8	1.9*	3.4*	nt	-46	11
Cc1ccc(C(=O)COC(=O)C2CC(=O)N(c3nc(-c4ccccc4)cs3)C2)cc1C (stereo not given)	-9	-0.7	3	3	-17	92	110	-1	-35	0
COc1ccc(NC(=O)c2cccc(-n3c(C)ccc3C)c2)c(OC)c1	-4	-3.1	2	18	nt	14	12	-6	15	-1
O=C(COC(=O)c1cc(-c2ccco2)nc2ccccc12)NCc1ccc2c(c1)OCO2	-6	-3.8	4	8	-17	94	93	nt	-37	0
Cn1c(CNS(=O)(=O)c2ccc(Br)cc2)n[nH]c1=S	-17	-1.0	1	20	-33	101	95	nt	-52	5
CC(C)c1cccc(C(C)C)c1NC(=O)COC(=O)c1ccc2c(c1)S(=O)(=O)c1ccccc1C2=O	-3	-1.1	0	14	nt	97	89	-7	-16	-5
COc1cccc(/C=C2\C(=O)N(c3cccc(C)c3)C(=O)c3ccccc32)c1	48*	-0.3	0	21	27	91	91	1	-10	14
CCc1ccc(NC(=O)c2onc(C)c2Cl)cc1	-14	-3.2	1	14	nt	82	98	0	10	9
CN1CCC(N2CCN(c3cccc(C(F)(F)F)c3)CC2)CC1	-14	-1.6	6	5	8	91	92	nt	-43	-14
CC1CCN(Cc2nnnn2-c2cccc([N+](=O)[O-])c2)CC1	0	-0.7	0	4	16	90	88	-1	-36	12
COc1ccccc1N1CCN(C2CCN(C(=O)c3ccc(F)cc3)CC2)CC1	4	-1.0	3	1	11	90	88	-8	-52	-7
CC(C)OC(=O)NCN1C(=O)C2C3C=CC(C3)C2C1=O (stereo not given)	-1	-2.1	0	3	12	103	101	-5	-19	8
C/C(Cn1nnc([N+](=O)[O-])n1)=N\NC(=O)c1ccc(C)cc1	4	-3.9	-1	5	nt	61	70	-5	-8	2
CCOC(=O)Cn1nc(C)c2ccccc2c1=O	3	1.0	3	9	18	94	98	-1	-15	0
CCOc1c2ccc(C(=O)NCc3ccc(C)cc3)cc2nn1CC	-24	0.1	5	6	-46	94	100	nt	-23	-3

Whole records, looked up by structure.
`COc1ccc(NC(=O)c2cccc(-n3c(C)ccc3C)c2)c(OC)c1` reads Yeast lifespan up: -4; MRP1 act: -3.1; NPY Y2 blocker: 2; Measles CPE: 18; E-sel TNF inh: nt; HCT116 bCat-KO: 14; HCT116 PTEN-null: 12; Phagocytosis inh: -6; Yeast growth inh: 15; GALR2 blocker: -1
`CCOCCCNC(=S)N(Cc1ccccc1)Cc1nc2ccccc2c(=O)[nH]1` reads Yeast lifespan up: 5; MRP1 act: -2.4; NPY Y2 blocker: 6; Measles CPE: 2; E-sel TNF inh: -4; HCT116 bCat-KO: 91; HCT116 PTEN-null: 92; Phagocytosis inh: -5; Yeast growth inh: -28; GALR2 blocker: 4
